High-throughput results from PubChem.
Sm TGR block = S. mansoni TGR enzyme inhibition. Q962Y6. purified TGR, DTNB reduction, TNB absorbance 405 nm. Potency, µM (series often up to 114 µM), inactives show top-dose activity change, negative = inhibition, hits mostly inhibitors. 360,000 compounds, 3% hits; further: potency means the concentration at half of the fitted maximal effect; nearly all actives have a fitted effect of over 60% in size
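First, TGR (20 nM dispensed) and NADPH were mixed with compound. Second, a 15 min room-temperature incubation followed. Third, further NADPH and then DTNB were added to start the reaction. Finally, TNB absorbance was monitored kinetically.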
LmPK inh = inhibitors of Leishmania mexicana pyruvate kinase. Q27686. purified LmPK, Kinase-Glo ATP luminescence, 1 h. Potency, µM (titrated, usually from 57.5 µM), for the others: at the top dose activity change, negative = inhibition, actives largely listed as inhibitors. 290,000 compounds, 0.37% hits; further: potency means the concentration at half of the fitted maximal effect
Target sequence (Q27686 whole entry, looked up): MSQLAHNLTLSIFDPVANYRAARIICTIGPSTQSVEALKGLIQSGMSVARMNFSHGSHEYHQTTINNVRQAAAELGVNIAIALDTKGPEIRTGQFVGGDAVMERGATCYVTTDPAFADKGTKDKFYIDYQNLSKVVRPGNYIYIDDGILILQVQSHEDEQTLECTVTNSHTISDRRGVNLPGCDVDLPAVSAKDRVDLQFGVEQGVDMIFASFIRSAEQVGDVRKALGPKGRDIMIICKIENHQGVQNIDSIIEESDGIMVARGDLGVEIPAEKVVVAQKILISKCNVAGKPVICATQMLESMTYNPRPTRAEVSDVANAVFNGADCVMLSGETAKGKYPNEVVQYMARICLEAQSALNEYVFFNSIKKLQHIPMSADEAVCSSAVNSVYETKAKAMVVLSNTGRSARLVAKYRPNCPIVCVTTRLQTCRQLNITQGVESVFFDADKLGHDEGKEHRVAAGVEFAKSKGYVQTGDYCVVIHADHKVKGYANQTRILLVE
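Screened at intermediate enzyme activity to detect both inhibitors and activators: LmPK at 0.1 nM, with a 0.5 nM enzyme column as activation reference. PEP 0.5 mM, ADP 0.1 mM; ATP detected by luminescence after 1 h.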
HCMV inh = human cytomegalovirus inhibition | HFF cells, HCMV-luciferase reporter, 72 h; stronger effect = lower value | activity change, negative = inhibition, % at 57.5 µM | 410,000 compounds, 4.5% hits; in the data active means activity change below about -60%; inconclusive means no clear call, values can overlap the other calls; inactive means above about -39%
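Two-dose cell screen: HFF monolayers treated with compounds and infected with luciferase-expressing HCMV at 1 PFU/cell, 72 h at 37C, then lysed for luciferase measurement.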
AMA1-RON2 inh = AMA1-RON2 (P. falciparum) interaction inhibition; Potency, µM (titrated, usually from 58.2 µM), inactives show top-dose activity change, negative = inhibition, hits mostly inhibitors; AID 720542; AlphaScreen AMA1-biotinylated RON2 peptide binding; 360,000 compounds, 0.2% hits;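 further: potency means the concentration at half of the fitted maximal effect; 0% = vehicle wells and -100% = peptide control; nearly all actives have a fitted effect of over 45% in size; some results filed as inactive show a strong effect at the top dose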
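AMA1 (3D7) with his tag at 25 nM final met compounds first, then biotinylated RON2 peptide at 25 nM; detection used donor plus acceptor beads, 10 µg/mL apiece, read by AlphaScreen after 30 min at room temperature.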
AmpC inh detg = blocks E. coli AmpC beta-lactamase in detergent assay; P00811; AmpC hydrolysis of nitrocefin, absorbance 480 nm, 0.01% Triton; Potency, µM (doses to about 114 µM), for inactives: at the highest dose activity change, negative = inhibition, actives largely listed as inhibitors; 370,000 compounds, 0.041% hits;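 further: potency means the concentration at half of the fitted maximal effect; 0% = no-compound wells and -100% = no-enzyme wells; nearly all actives have a fitted effect of over 25% in size; some results filed as inactive show a strong effect at the top dose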
Target sequence (P00811 whole entry, looked up): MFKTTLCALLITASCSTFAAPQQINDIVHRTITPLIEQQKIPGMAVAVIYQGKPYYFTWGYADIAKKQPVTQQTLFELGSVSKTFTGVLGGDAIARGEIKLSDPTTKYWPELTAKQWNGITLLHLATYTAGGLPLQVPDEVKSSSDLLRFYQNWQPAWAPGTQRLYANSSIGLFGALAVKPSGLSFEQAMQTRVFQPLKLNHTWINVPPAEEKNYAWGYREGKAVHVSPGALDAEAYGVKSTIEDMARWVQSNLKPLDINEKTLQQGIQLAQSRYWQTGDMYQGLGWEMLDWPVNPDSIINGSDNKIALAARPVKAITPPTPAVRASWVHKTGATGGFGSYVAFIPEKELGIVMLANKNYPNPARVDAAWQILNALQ
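AmpC (5.3 nM in the dispensed reagent) in 20 mM phosphate pH 7.0 with 0.01% (detergent screen) or 0.0001% Triton X-100 was preincubated with compounds for 15 min at room temperature. Nitrocefin was then added from an 800 uM solution, and hydrolysis was followed at 480 nm.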
Tb PYK inh = blocks Trypanosoma brucei pyruvate kinase; 410,000 compounds, 0.12% hits; TbPYK enzyme, Kinase-Glo Plus ATP luminescence, 45 min; AID 624173; Q57TT1; Potency, µM (series often up to 76.8 µM), inactives show at the highest dose activity, negative = inhibition, usual class: inhibitors; further: potency means the concentration at half of the fitted maximal effect; nearly all actives have a fitted effect of over 50% in size
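In this concentration-response screen, enzyme-free wells defined baseline while DMSO plates tracked drift. Each reaction combined TbPYK, substrate, compound and 130 uM ADP for 45 min at room temperature. Kinase-Glo Plus luminescence gave the signal.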
AmpC inh no detg = inhibitors of E. coli AmpC beta-lactamase without detergent; AID 485341; Potency, µM (series often up to 57.1 µM), without a hit: at the top dose activity change, negative = inhibition, usual class: inhibitors; P00811; AmpC nitrocefin hydrolysis, absorbance 480 nm, 0.0001% Triton; 330,000 compounds, 0.52% hits;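 further: potency means the concentration at half of the fitted maximal effect; plate controls were no compound for no effect and no enzyme for full effect; nearly all actives have a fitted effect of over 20% in size; some results filed as inactive show a strong effect at the top dose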
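AmpC (5.3 nM in the dispensed reagent) in 20 mM phosphate pH 7.0 with 0.01% (detergent screen) or 0.0001% Triton X-100 was preincubated with compounds for 15 min at room temperature. Nitrocefin was then added from an 800 uM solution, and hydrolysis was followed at 480 nm.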
* = called active by the depositor; ? = inconclusive; / = not tested or not shown; [ ] = remark or other dose. Unless noted, the call rests on the fitted dose curve; in most records, active means well fitted curve in the direction sought with a large enough effect; inconclusive means small, poorly fitted or top-dose-only effect, or another doubt; inactive means no such curve, though single readings can be large; an effect the other way counts as inactive or inconclusive. Unless noted, on the % scale 0 is the no-effect control and ±100 the full control effect.

SMILES | Sm TGR block | LmPK inh | HCMV inh | AMA1-RON2 inh | AmpC inh detg | Tb PYK inh | AmpC inh no detg
COc1ccc(OC)c2sc(N3CCN(C(=O)c4ccc5ncsc5c4)CC3)nc12 | 6% | / | -32 | -11% | 6% | -3% | 185%[activator]
O=S(=O)(NCCCCNS(=O)(=O)c1c(F)cccc1F)c1ccc2c(c1)OCCO2 | 10% | / | 7 | / | 2% | 2% | -4%
COc1ccc(OC)c2c(N3CCN(C)CC3)cc(C(F)(F)F)nc12 | -16% | 0% | 6 | -11% | -4% | 1% | 3%
Cc1ccc(N2C(=O)N(CC(=O)Nc3ccccc3C)C(=O)C2C)cc1 (centres undefined) | -9% | -6% | 30 | -1% | -12% | 0% | -18%
O=C(c1ccc(CS(=O)c2ccc(Br)cc2)o1)N1CCN(C2CCCCC2)CC1 (centres undefined) | / | / | -17 | 0% | / | 0% | /
Cc1c(NC(=O)C(C)Oc2cccc(F)c2)c(=O)n(-c2ccccc2)n1C (centres undefined) | / | / | -13 | 9% | / | 0% | -5%
COC(=O)N1C(=O)[C@](CC(C)C)(c2ccccc2)N1C(=O)OC | 7.9µM* | 0% | 30 | -5% | -12% | -5% | 1%
C(=N\N(c1ccccc1)c1ccccc1)/c1ccc2c(c1)OCO2 | -19% | 5% | -5 | -7% | 0% | -2% | -29%
Cc1cc(C)cc(NC(=O)CSc2nc(=O)n(CCN3CCOCC3)c3c2CCC3)c1 | 8% | / | 15 | / | -3% | 6% | /
Cc1ccc(C)c(NS(=O)(=O)c2ccc3oc(=O)ccc3c2)c1 | 10% | 5% | -7 | -1% | 5% | -3% | -2%

Profiles as entered above:
Shown for C(=N\N(c1ccccc1)c1ccccc1)/c1ccc2c(c1)OCO2 → Sm TGR block: -19%; LmPK inh: 5%; HCMV inh: -5; AMA1-RON2 inh: -7%; AmpC inh detg: 0%; Tb PYK inh: -2%; AmpC inh no detg: -29%
Shown for COc1ccc(OC)c2c(N3CCN(C)CC3)cc(C(F)(F)F)nc12 → Sm TGR block: -16%; LmPK inh: 0%; HCMV inh: 6; AMA1-RON2 inh: -11%; AmpC inh detg: -4%; Tb PYK inh: 1%; AmpC inh no detg: 3%

Next part
SMILES | Sm TGR block | LmPK inh | HCMV inh | AMA1-RON2 inh | AmpC inh detg | Tb PYK inh | AmpC inh no detg
N#CCSc1nc(-c2ccccc2)cs1 | -9% | -2% | -63* | 10% | -5% | 0% | ?
O=C(c1ccccc1F)N1C(=O)c2cccc3cccc1c23 | -5% | -4% | -1 | 22% | -2% | 6% | -8%[2.29 µM]
Cc1cc(NC(=O)CSc2ncn[nH]2)no1 | / | -1% | ? | -8% | 3% | 3% | -4%
OC(c1cc(Cl)cc(Cl)c1)c1ncc(-c2cccc(F)c2)[nH]1 (centres undefined) | / | / | 34 | 11% | / | -11% | /
N#C/C(C(N)=O)=C1/SC=C(c2ccccc2)N1c1ccccc1 | 0% | 5% | -39 | ? | -4% | -3% | -14%
CC(=O)N1CCC(N(CCN2CCOCC2)C(=S)Nc2ccccc2C)CC1 | -2% | -3% | 18 | 6% | -4% | -1% | -8%
N#Cc1c(Cl)nc2c(c1C#N)CCCC2 | -7% | -5% | -75* | -7% | 3% | 0% | -3%
CC(C)(C)OC(=O)[C@H](Cc1ccccc1)NC(=O)c1nc[nH]c1C(=O)NCC(=O)OCc1ccccc1 | -5% | 1% | -61* | 116%[activator] | -12% | -1% | 1%
CC(C)CN(C(=O)c1ccc(Br)o1)C1CCS(=O)(=O)C1 (centres undefined) | -2% | / | -9 | -9% | -9% | 0% | 2%
COc1ccc(OC)c(N(C)S(=O)(=O)c2ccc3c(c2)NC(=O)CC(=O)N3)c1 | -7% | / | -3 | / | 7% | -5% | /
NC(=O)c1cc(S(=O)(=O)N2CCCC2)ccc1OCc1ccc(F)cc1 | -6% | -2% | 13 | -2% | 0% | 2% | -10%
CCN(Cc1cc2cc(OC)ccc2[nH]c1=O)C(=O)c1ccncc1 | -15% | 0% | 14 | -12% | ? | 7% | -4%
COc1cc(/C=N/n2c(=S)[nH]nc(C)c2=O)cc([N+](=O)[O-])c1O | ? | 1% | -4 | 76%[activator] | 1% | -6% | -22%
CC(c1ccc(F)cc1)n1cc(C(=O)NCc2ccc3c(c2)OCO3)nn1 (centres undefined) | 0% | 2% | -18 | 6% | -11% | -5% | -12%
CCc1ccc(N=C2N=C(N)c3ccccc32)cc1 | -2% | -6% | 85 | -1% | -3% | 2% | -32%
Cc1noc(C)c1C(=O)NCCCN1CCCC1=O | 0% | 4% | 42 | 2% | ? | -2% | -19%
CCN(CC)c1ccc([N+](=O)[O-])cc1/C=N/NC(=O)CC#N | -12% | 4% | -22 | 18% | -5% | -9% | -53%
CCCc1nn2c(=O)cc(CSCC(=O)Nc3ccc(OC)cc3)nc2s1 | -15% | 3% | ? | -6% | -9% | 2% | -5%
CCOC(=O)N(O)c1ccc(C=Cc2ccccc2)cc1 | / | / | -62* | -13% | / | -12% | /
O=C(Nc1ccc(C(=O)N2CCCCC2)cc1)[C@H]1O[C@@H](n2ccc(=O)[nH]c2=O)[C@H](O)[C@@H]1O | / | / | 2 | 19% | / | 1% | /
CCN1CCN(C(=O)c2cc3sccc3n2CC(=O)c2ccccc2)CC1 | -3% | 3% | -5 | -16% | ? | -3% | 23%
Clc1c(OCCCn2ccnc2)ccc2ccccc12 | -1% | 2% | -10 | -9% | -12% | 4% | 67%[activator]
CC(C)CCNC(=O)CO/N=C/c1ccccc1OC(F)F | -2% | -4% | -25 | -1% | -9% | -3% | -13%
O=C(NCc1cccc(C(F)(F)F)c1)c1cccc(Cl)c1Cl | -7% | 1% | -36 | 6% | -5% | 7% | -31%
O=C(Nc1cc(S(=O)(=O)N2CCOCC2)ccc1N1CCCC1)c1ccc2c(c1)S(=O)(=O)c1ccccc1C2=O | -14% | -1% | 4 | -7% | -6% | ? | 53%
O=[N+]([O-])c1ccccc1/C=C/C=N/Nc1ccc(S(=O)(=O)Nc2ccc(Cl)cc2)cc1[N+](=O)[O-] | 2% | 1% | 52 | ? | 1% | 0% | -37%
Nc1ccccc1C(=O)Nc1nccs1 | / | -17% | -20 | -13% | 5% | -24% | -11%
COc1ccccc1-n1ccnc(SCC(=O)NCc2ccccc2Cl)c1=O | -15% | / | -11 | 3% | -12% | 0% | -15%
Cc1ccc2c(C(=O)CN3CCSCC3)c(C)[nH]c2c1 | ? | 4% | 19 | -5% | -7% | ? | -11%
Cc1onc(-c2ccccc2Cl)c1C(=O)N1CCCCC1C(=O)O (centres undefined) | -12% | 1% | -13 | 12% | ? | -1% | -5%
Cc1nn(C)cc1/C=N/NC(=S)Nc1ccc(Cl)cc1Cl | 8% | 5% | -32 | 2% | -16% | -3% | -5%
COc1cc(C(=O)NCc2nc(C)cs2)ccc1OC1CCN(C(C)=O)CC1 | -11% | -4% | ? | -1% | -2% | 4% | 21%
N#CC1=C(N)N(c2cccc(Cl)c2)C2=C(C(=O)CCC2)C1c1cc(CN2CCOCC2)cs1 (centres undefined) | 2% | / | -11 | / | -5% | -7% | /
CCCCCCCNC(=O)C1(CC2CC(c3cccc(Br)c3)=NO2)CCNCC1 (centres undefined) | 25µM* | 6% | -3 | -9% | ? | 1% | 169%[activator]
CCCc1ccc(S(=O)(=O)N2CCC(Oc3ccc(-n4cnnn4)cc3)CC2)cc1 | 2% | / | -37 | / | 21% | -2% | /
COc1ccc(CCNC(=O)CN(C)S(=O)(=O)c2cccs2)cc1 | -5% | / | 10 | 15% | 3% | -3% | -6%
Cc1ccc2c(=O)cc(C(=O)Nc3ccc(S(=O)(=O)Nc4ncccn4)cc3)oc2c1C | 7% | / | -5 | / | 13% | 3% | /
O=[N+]([O-])c1ccc(-c2cnc(SC(c3ccccc3)c3ccccc3)[nH]2)cc1 | 5% | 0% | ? | ? | 5% | 1% | -22%
COC(=O)C/C=C/[C@@H](C)[C@@H](/C=N/O[C@@H](C)c1cn([C@H](CO)Cc2ccccc2)nn1)NS(=O)(=O)c1ccc(C)cc1 | -26% | -1% | / | / | 3% | / | 153%[activator]
Cc1ccc(-c2ccc(=O)n(CC(=O)NCCCN3CCCCC3)n2)cc1 | 10% | 2% | 3 | -1% | -7% | 5% | 17%

Entries above that have a CF3 group, in the order listed:
SMILES | Sm TGR block | LmPK inh | HCMV inh | AMA1-RON2 inh | AmpC inh detg | Tb PYK inh | AmpC inh no detg
COc1ccc(OC)c2c(N3CCN(C)CC3)cc(C(F)(F)F)nc12 | -16% | 0% | 6 | -11% | -4% | 1% | 3%
O=C(NCc1cccc(C(F)(F)F)c1)c1cccc(Cl)c1Cl | -7% | 1% | -36 | 6% | -5% | 7% | -31%

The results go on.
SMILES | Sm TGR block | LmPK inh | HCMV inh | AMA1-RON2 inh | AmpC inh detg | Tb PYK inh | AmpC inh no detg
COc1ccccc1N1CCN(CCCNC(=O)c2nnc(Cc3c(F)cccc3Cl)o2)CC1 | 1% | / | -6 | / | 14% | -3% | /
CCN(CC)C(=O)CSc1nnc(SC(C)C(=O)NC2CC2)s1 (centres undefined) | / | / | -6 | 1%[11.6 µM] | / | -3% | -17%
Cc1ccc2c(c1)c1c(c(=O)n(-c3cccc(Cl)c3)c(=O)n1CC(N)=O)n2C | -2% | / | 7 | / | 6% | -2% | /
Cc1ccc(CNC(=O)CS(=O)(=O)c2cccc3nsnc23)cc1 | 4% | / | 7 | / | 0% | -12% | /
COCc1c(C(=O)N2CCN(S(=O)(=O)c3ccccc3Cl)CC2)oc2ccccc12 | 12% | / | -8 | -4% | 4% | -1% | 52%
Cn1c(=O)n(Cc2ccccc2F)c(=O)c2c1nc1n2CCN1Cc1ccco1 | -4% | 0% | -13 | -23% | -1% | 4% | -11%
CCCC(=O)Nc1cccc2c1CCCC2 | 7% | 0% | -22 | 8% | 0% | -12% | -20%
COCCNC(=O)/C=C/c1c(Cl)cccc1Cl | -13% | 6% | ? | -6% | -3% | -4% | -34%
CC(=O)Oc1ccccc1N(C(C)=O)S(=O)(=O)c1ccc2ccccc2c1 | -3%[57.1 µM] | -7% | -35 | 6% | -2% | -6% | 9%
CCN(CC)c1ccc(N=Cc2c(O)n(-c3ccc(OC)cc3)c(=O)[nH]c2=O)cc1 | -9% | 11% | 52 | -26% | -5% | -6% | -12%
CC(C)(C)c1ccc(NC(=O)c2ccsc2)cc1 | -3% | -25% | -20 | 2% | -10% | -1% | -35%
COc1ccc(CNC(=O)CSc2nnc3nc(C)cc(C)n23)cc1OC | 1% | -2% | 14 | 2% | 0% | -9% | -6%
